NPSR antagonist: blocks cAMP signaling of the human neuropeptide S receptor; CHO-NPSR cells, cAMP TR-FRET, antagonist mode; Potency, µM (top dose mostly 38.3 µM), for the others: at the top dose activity change, negative = inhibition, usual class: inhibitors; 220,000 tested, 1% active; AID 1461; also: potency is read from the fitted curve at half-maximal effect; % is scaled to controls: 0 for no effect and ±100 for the full control effect; nearly all actives have a fitted effect of over 50% in size; many of its hits are not listed in these tables
Target sequence (Q6W5P4 whole entry, looked up): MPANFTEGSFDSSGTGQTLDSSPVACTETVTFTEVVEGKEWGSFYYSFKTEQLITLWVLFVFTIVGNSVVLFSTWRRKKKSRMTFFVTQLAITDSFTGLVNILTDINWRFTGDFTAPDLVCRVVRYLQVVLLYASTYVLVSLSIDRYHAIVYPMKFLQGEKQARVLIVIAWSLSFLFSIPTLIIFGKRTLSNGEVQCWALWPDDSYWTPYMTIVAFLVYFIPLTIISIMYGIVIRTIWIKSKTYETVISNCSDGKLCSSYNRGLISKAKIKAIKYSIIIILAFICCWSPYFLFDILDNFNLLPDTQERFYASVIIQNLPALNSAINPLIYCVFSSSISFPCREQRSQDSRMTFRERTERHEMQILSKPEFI
IMPase Li inh: IMPase inhibition in cells with lithium potentiation | 210,000 tested, 0.35% active | Potency, µM (top dose mostly 59.4 µM), without a hit: top-dose activity, negative = IMPase inhibition, usual class: inhibitors | AID 1457 | CHO-M1 cells, IP1 TR-FRET (IP-One), carbachol + lithium;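 also: IP1 builds up when IMPase is blocked and the TR-FRET signal falls; potency is read from the fitted curve at half-maximal effect; plate controls were basal vehicle for no effect and high inhibitor control for full effect; nearly all actives have a fitted effect of over 50% in size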
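Lithium-sensitised IP1 accumulation assay; M1-expressing CHO cells treated 30 min at 37C with compound. Competitive antibody detection by time-resolved FRET followed a 10 min room-temperature lysis step.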
aGal spleen mod: inhibitors or activators of human alpha-galactosidase in spleen homogenate; 240,000 tested, 0.008% active; P06280; Potency, µM (top dose mostly 80 µM), without a hit: at the highest dose activity change, negative = inhibition, most hits filed as inhibitors; human spleen homogenate, 4MU-alpha-Gal fluorescence, 40 min;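 also: potency is read from the fitted curve at half-maximal effect; 0% = enzyme with vehicle and -100% = no enzyme basal signal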
Target sequence (P06280 32-429 limits assumed): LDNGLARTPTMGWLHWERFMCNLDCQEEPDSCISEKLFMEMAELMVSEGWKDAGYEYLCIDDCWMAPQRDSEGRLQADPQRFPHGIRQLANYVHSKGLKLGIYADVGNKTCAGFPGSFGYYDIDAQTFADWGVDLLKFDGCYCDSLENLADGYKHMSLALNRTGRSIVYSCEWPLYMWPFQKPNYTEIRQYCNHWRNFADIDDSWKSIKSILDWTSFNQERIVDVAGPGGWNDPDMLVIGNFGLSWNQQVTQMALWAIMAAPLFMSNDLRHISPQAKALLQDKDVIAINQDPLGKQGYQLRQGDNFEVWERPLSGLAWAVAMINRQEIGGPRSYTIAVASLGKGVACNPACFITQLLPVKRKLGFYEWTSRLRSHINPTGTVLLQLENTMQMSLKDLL
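qHTS titration in buffer at pH 5.0. Alpha-galactosidase activity in spleen homogenate was measured via 4-methylumbelliferone release from 1 mM fluorogenic substrate after 40 min at 37C and a pH 10 stop. AC50 came from Hill fits of control-normalized data.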
Lamin A splicing: changes lamin A minigene splicing in HeLa cells; HeLa LMNA splicing GFP/RFP minigene ratio, 48 h; Potency, µM (highest dose often 46.1 µM), for the others: at the highest dose ratio change, negative = inhibition, hits mostly inhibitors; 200,000 tested, 0.01% active; AID 1487; active = well fitted inhibition curve with a large enough effect in the signal ratio, with a control signal flat, not every such curve was filed as active; inconclusive = small, poorly fitted or top-dose-only effect, or effect the other way, or a change in a side signal; the % refers to the signal ratio; also: potency is read from the fitted curve at half-maximal effect; % is scaled to controls: 0 for no effect and ±100 for the full control effect
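S3 HeLa stable clones carrying a lamin A-EGFP splicing minigene plus DsRed2 were seeded at 600 cells/well in Opti-MEM with 2% FBS, pin-dosed and incubated 48 h at 37°C. Acumen cytometry (488 nm) gave the GFP/RFP total-intensity ratio.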
CBFb RUNX1 block: CBF-beta/RUNX1 interaction disruption; 230,000 tested, under 10 active; Potency, µM (titrated, usually from 59.8 µM), inactives show at the top dose activity, negative = inhibition, most hits filed as inhibitors; AlphaScreen CBFb-His/RUNX1-biotin binding, biochemical; Q01196+Q13951; AID 1477; also: % of control where 0% means no effect
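His-tagged CBF-beta and biotinylated RUNX1 (30 nM each) were premixed 20 min at room temperature, exposed to compound for 15 min, then given nickel-chelate and streptavidin AlphaScreen beads (50 ng each). After 90 min, AlphaScreen signal was read.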
Epigenetic derep: epigenetic control regulation, reporter derepression | murine LDR cells, GFP reporter derepression, 30 h | Potency, µM (top dose mostly 53.9 µM), for inactives: at the highest dose GFP activation, actives largely listed as activators | 280,000 tested, 0.2% active | AID 1865; also: potency is read from the fitted curve at half-maximal effect; % of control where 0% means no effect; nearly all actives have a fitted effect of over 60% in size
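Murine LDR cells bearing a silenced CMV-driven GFP reporter were exposed to compound for 30 h at 37 C. After PBS washes, GFP-positive cells (20-120 um objects) counted by laser-scanning microplate cytometry.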
Luc counter: blocks Kinase-Glo luciferase, a counter-screen artifact; Potency, µM (series often up to 38.3 µM), for inactives: at the top dose activity change, negative = inhibition, most hits filed as inhibitors; 200,000 tested, 0.28% active; Kinase-Glo luciferase, ATP luminescence, 8 min; also: potency is read from the fitted curve at half-maximal effect; % is scaled to controls: 0 for no effect and ±100 for the full control effect; nearly all actives have a fitted effect of over 60% in size
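Recombinant Kinase-Glo luciferase, 10 uM ATP (linear range), luciferin; imidazole pH 7.2 / KCl / MgCl2 / Tween / BSA buffer; 8 min RT; luminescence.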
Starred values were filed as active, the others as inactive; ? = inconclusive; nt = no result given; & = joins results of further samples; [ ] = another dose, or the depositor's remark. Unless noted, calls follow the shape of the dose curve; as a rule, active = well fitted curve in the direction sought with a large enough effect; inconclusive = small, poorly fitted or top-dose-only effect, or another doubt; inactive = no such curve, though single readings can be large; an effect the other way counts as inactive or inconclusive. The list is partial, so the mix of outcomes need not match the whole.

Under each structure: NPSR antagonist	IMPase Li inh	aGal spleen mod	Lamin A splicing	CBFb RUNX1 block	Epigenetic derep	Luc counter
> O=C(COC(=O)CCSc1ccc(Cl)cc1)NCc1ccco1
→ 0%	-6%	-6%	nt	-2%	-0.1%	1%
> COC(=O)c1c(N)sc(C(C)=O)c1C
→ 2%[46.1 µM]	-15%[38.3 µM]	-6%	0%	0%	0.8%	1%
> O=C(O)c1ccc(Cl)c(S(=O)(=O)N2CCCC2)c1
→ 14%	nt	-1%	nt	-8%	-0.5%	nt
> Cc1cc(NCCO)c2ccccc2n1
→ -12%[46.1 µM]	-9%[38.3 µM]	7%	-5%	0%	-2.2%	-4%
> CC(C)C[C@H](N)c1cn([C@@H](Cc2ccc(O)cc2)C(=O)N2CCNCC2)nn1
→ -23%	-3%	-2%	nt	20%	0.4%	nt
> CC(NCc1ccc(OCc2ccc(Cl)cc2)cc1)C(O)c1ccccc1 (stereo not given)
→ ?	3%	-3%	nt	4%	7.0%	-1%
> O=C1C2C3C=CC(C3)C2C(=O)N1c1cccnc1 (stereo not given)
→ -13%[46.1 µM]	-15%[38.3 µM]	1%	-1%	-9%	-0.7%	1%
> Cc1ccc(-c2nn3c(C)nnc3s2)cc1NC(=O)C(C)C
→ -15%[46.1 µM]	4%[38.3 µM]	14%	1%	-1%	-2.2%	-5%
> Fc1ccccc1CSc1nnc(-c2cccs2)o1
→ -10%[46.1 µM]	-5%[38.3 µM]	4%	22%	9%	0.0%	8%
> COC(=O)[C@@]1(Cc2ccc(F)cc2)[C@H]2c3cc(C(=O)N4CCCC4)n(Cc4ccccn4)c3C[C@H]2CN1C(=O)c1ccccc1
→ nt	11%	2%	nt	?	0.4%	-3%
> COc1cc(-c2nnc(SCc3cc(=O)oc4cc(C)ccc34)o2)cc(OC)c1OC
→ -24%[46.1 µM]	10%[38.3 µM]	-15%	?	0%	-13%	12%
> Cc1[nH]n(-c2ccccc2)c(=O)c1/C=N/O
→ -16%[46.1 µM]	0%[38.3 µM]	-10%	5%	-1%	2.3%	-3%
> Cn1c(Cc2ccccc2)nnc1SCC(=O)Nc1ccccc1N1CCOCC1
→ -13%[46.1 µM]	5%	-16%	-6%	5%	0.9%	-1%
> Cc1[nH]n(-c2ccccc2)c(=O)c1N=Nc1ccc2c(c1)OCO2
→ -10%	1%	5%	nt	?	3.8%	-1%
> COC(=O)c1cc2nc(-c3ccc(OC)c(OC)c3)cc(C(F)(F)F)n2n1
→ -21%[46.1 µM]	-16%[38.3 µM]	-1%	?	0%	13%	8%
> CC1(C)Cc2c(C#N)c(N)n(-c3ccccc3)c(=S)c2CO1
→ -15%	nt	1%	nt	-1%	2.6%	nt
> O=c1c2sc3nc(N4CCOCC4)c4c(c3c2ncn1CCc1ccccc1)CCCC4
→ -8%[46.1 µM]	-10%[38.3 µM]	5%	20%	1%	1.2%	-5%
> COc1ccc(CN2CCN(CC=C(C)C)C(CCO)C2)cc1Cn1cncn1 (stereo not given)
→ -18%	14%	-1%	7%[46 µM]	1%	0.0%	-5%
> Nc1c(C(=O)Nc2ccc(S(=O)(=O)N3CCCC3)cc2)sc2nc3cc4c(cc3cc12)CCC4
→ 3%	-9%	5%	-18%	3%	3.5µM*	0%
> Cc1ccc(CSCc2nnc(SCC(=O)N3CCN(c4ccccc4)CC3)n2C)cc1
→ -14%[46.1 µM]	36%[activator][38.3 µM]	-2%	?	-4%	0.8%	-5%
> CCCCN(C)C(=O)c1cc2cc3ccc(OC)cc3nc2s1
→ -24%[46.1 µM]	-14%[38.3 µM]	12%	?	9%	-1.0%	?
> COc1ccccc1NC(=O)c1ccc(NC(=O)COC(=O)C2CCCCC2)cc1
→ -17%[46.1 µM]	0%	-1%	-9%	2%	0.0%	1%
> CC1=NOC(=O)/C1=C\c1ccccc1
→ -1%	nt	-4%	nt	16%	-0.5%	nt
> CCC(=O)Nc1ccc(C(=O)CSc2nnc(-c3ccccc3F)n2CCc2ccccc2)cc1
→ -17%	13%	-3%	-7%	-2%	0.0%	1%
> COc1ccc(N(C(=O)/C=C/C(=O)Nc2cc(C)on2)C(C(=O)NC2CCCC2)c2ccccc2C)cc1 (stereo not given)
→ -1%	4%	-3%	?	-2%	-1.1%	1%
> Cc1ccc(C(=O)NCC(=O)O)o1
→ 10%	-1%	7%	nt	2%	-2.5%	2%
> CCN(Cc1cnn(C)c1)C(=O)CC1C(=O)NCCN1Cc1cccc(OC)c1OC (stereo not given)
→ -6%	10%	4%	15%[46 µM]	2%	0.1%	1%
> COC(=O)C1=C(NC(=O)C2CCCCC2)CCS1
→ 3%[46.1 µM]	-4%	15%	-13%	-1%	2.1%	3%
> CC(=O)Nc1ccc(N2CCCC2)cc1
→ -23%[46.1 µM]	49%[activator][38.3 µM]	-4%	6%	-15%	3.8%	-5%
> O=C(O)c1ccc(-c2ccccn2)s1
→ -19%	-30%	2%	-2%[46 µM]	1%	-0.2%	-1%
> O=C(O)CC1CCCc2ccccc2C1O (stereo not given)
→ -17%[46.1 µM]	-4%	-9%	-1%	-6%	-0.1%	0%
> CCOc1ccc(NC(=O)Cn2c(=O)n(CC3CCCO3)c(=O)c3ccccc32)cc1 (stereo not given)
→ -20%	0%	-4%	?	0%	1.1%&0.8%	0%
> C=CCN(CC=C)S(=O)(=O)c1ccc(NC(=S)NC(=O)/C=C/c2ccccc2)cc1
→ ?	7%[38.3 µM]	1%	12%	-4%	-1.2%	-1%
> CCNC(=O)NCc1c(C)c(C)n(Cc2ccccc2)c1-n1cccc1
→ -41%	20%	-1%	9%[46 µM]	7%	-3.9%	0%
> COc1ccc(C2=CC(c3ccc(OC)c(OC)c3)NC(=S)N2)cc1 (stereo not given)
→ -5%[46.1 µM]	-16%[38.3 µM]	8%	?	-6%	-0.9%	-1%
> O=C1c2cccc(OCc3ccc(F)cc3)c2CCN1Cc1ccccc1
→ -49%	19%	7%	?	1%	-1.0%	0%
> Cc1ccc(NCc2cccnc2)cc1
→ -12%[46.1 µM]	1%[38.3 µM]	-6%	9%	-5%	1.4%	4%
> Cc1ccc(C(=O)NC(=S)Nc2ccc3[nH]c(=O)[nH]c3c2)cc1
→ 8%	-11%	4%	-8%	5%	-0.1%	1%
> COCCCNCCCOc1ccc(Cl)cc1Br
→ 13%[46.1 µM]	6%[38.3 µM]	-15%	4%	-1%	2.0%	-3%
> CCOC(=O)C1(C)Oc2ccccc2C(C(=O)OC)=C1C(=O)OC (stereo not given)
→ nt	-4%	16%[119 µM]	nt	-6%[89.1 µM]	2.2%	4%[39.9 µM]
> O=C(O)c1nccnc1C(=O)Nc1ccccc1N1CCOCC1
→ -6%	nt	0%	9%[46 µM]	-4%	1.1%	nt
> COc1ccc2nc(C)cc(SCC(=O)NNC(=O)COc3ccccc3)c2c1
→ -14%[46.1 µM]	-6%[38.3 µM]	3%	-8%	2%	-1.3%	-1%
> O=C1/C(=C/c2cccnc2)SC(=S)N1c1ccc(O)cc1
→ -12%	nt	-4%	nt	-2%	3.9%	nt
> C=CCSc1nc(N)c2c(C)c(C)sc2n1
→ 3%[46.1 µM]	-18%[38.3 µM]	0%	?	-4%	0.0%	-2%
> O=C(c1cncc(Br)c1)N1CCN(c2ccc(N3CCOCC3)nn2)CC1
→ -1%[46.1 µM]	5%[38.3 µM]	11%	4%	-1%	-2.2%	-1%
> Cn1c(CCN2CCOCC2)nc2cc(NC(=O)COc3ccc(Cl)cc3)ccc21
→ -7%[46.1 µM]	13%[38.3 µM]	1%	?	2%	-7.2%	-1%
> CCN(CC)C(=O)N1CCN(S(=O)(=O)c2ccc(C)cc2)CC1
→ -9%[46.1 µM]	11%[38.3 µM]	-1%	-14%	0%	-0.7%	20%
> N#CC1=C(N)N(c2ccccc2)C(c2ccco2)C1(C#N)C#N (stereo not given)
→ -8%[46.1 µM]	23%[38.3 µM]	4%	3%	-1%	1.1%	2%
> Cn1nc(C(F)(F)F)c(C(=O)Nc2ccc(C(F)(F)F)cc2)c1Cl
→ -3%[46.1 µM]	3%[38.3 µM]	1%	0%	4%	0.0%	-2%
> CC1CC(C)CN(c2ccc(C(=O)NCc3ccc4c(c3)OCO4)cc2[N+](=O)[O-])C1 (stereo not given)
→ -14%	8%	2%	?	-2%	-3.2%	2%

Other structures follow.
Under each structure: NPSR antagonist	IMPase Li inh	aGal spleen mod	Lamin A splicing	CBFb RUNX1 block	Epigenetic derep	Luc counter
> COC(=O)c1ccc(-c2nc3ccc(C)cc3o2)cc1
→ 9%[46.1 µM]	1%[38.3 µM]	10%	2%	7%	1.7%	-2%
> CCOC(=O)c1cnc2cc(-c3ccc(Cl)cc3)nn2c1N
→ -6%[46.1 µM]	6%[38.3 µM]	6%	6%	2%	-2.2%	-5%
> Oc1[nH]c2ccccc2c1/C=N/c1nccs1
→ -9%[46.1 µM]	11%[38.3 µM]	-14%	19%	0%	1.1%	-7%
> O=C(CSc1ccc([N+](=O)[O-])cc1)Nc1cccc(S(=O)(=O)Nc2ccccc2F)c1
→ -25%	24%	-6%	1%[46 µM]	-9%	1.3%	1%
> CC(Oc1ccc(Cl)cc1Cl)C(=O)Nc1ccc(OCC(=O)O)cc1 (stereo not given)
→ -12%	10%	8%	nt	6%	0.5%	4%
> CCc1nnc(NC(=O)OCc2ccccc2)s1
→ 1%[46.1 µM]	2%	-18%	-17%	-8%	0.0%	-4%
> CCc1ccc(OCC(=O)O/N=C(\N)c2ccccn2)cc1
→ 18%	nt	-17%	nt	7%	1.1%	nt
> Cn1nnnc1SCC1=C(C(=O)O)N2C(=O)[C@@H](NC(=O)[C@H](O)c3ccccc3)[C@H]2SC1
→ 15%	-3%	-15%	4%	?	14%	0%
> C=CCNC(=O)/C(C#N)=C/c1c(N2CC(C)OC(C)C2)nc2ccccn2c1=O (stereo not given)
→ -5%	1%	?	-2%	1%	-1.0%	1%
> O=C1CN(c2nc(-c3ccccc3)c3cc(Cl)ccc3n2)c2ccccc2N1
→ -49%	-7%	-5%	-9%	5%	?	1%
> CCn1c(SC(C)C(=O)O)nc2sc3c(c2c1=O)CCC3 (stereo not given)
→ 4%[46.1 µM]	0%	6%	-12%	-26%	-0.9%	1%
> OC1CCCN(Cc2c3ccccc3cc3ccccc23)C1 (stereo not given)
→ -21%[46.1 µM]	19%[38.3 µM]	4%	6%	7%	0.0%	14%

Shown as a hit in Epigenetic derep, among the entries above:
compound,NPSR antagonist,CBFb RUNX1 block,Epigenetic derep
Nc1c(C(=O)Nc2ccc(S(=O)(=O)N3CCCC3)cc2)sc2nc3cc4c(cc3cc12)CCC4,3%,3%,3.5µM*

Source: PubChem BioAssay
